PKA-R1A act: activates the PKA-R1A holoenzyme complex | AID 504707 | activation, % at 11.4 µM | PKA-R1A dissociation, Cy5-IP20 fluorescence polarization; scaled: DMSO 0%, 113 µM cGMP 100% | 340,000 compounds, 0.083% hits;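 active = percent activation above the mean of all tested compounds plus 3 SD, cut at about 19% in these data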;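 note: higher means more PKAc released from R1A so a rise in polarization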
phage Ecoli inh: E. coli growth loss with phage present; growth absorbance; inhibition, % at 11.9 µM; 360,000 compounds, 0.26% hits; in the data active = inhibition above about 11%
Mot1-301 SUMO: blocks SUMOylation pathway, rescuing yeast Mot1-301 growth | S. cerevisiae Mot1-301 growth rescue, ATP luminescence, 38.5C; percent above DMSO median, 100 means doubled | growth rescue, % at 18.8 µM | 320,000 compounds, 1% hits;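 active = every valid replicate shows activation above 250% relative to neutral control wells; inactive = the rest, any valid replicate at or below 250%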;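 note: OY570 slx delta 5 strain wells were the positive control but not used for scaling; some compounds called inactive have numbers as strong as hits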
MOR-DOR ag: OPRM1-OPRD1 heterodimerization agonism; P35372+P41143; cells, luminescence; activation, % at 9.3 µM; 340,000 compounds, 0.3% hits; AID 504326; in the data active = activation above about 18%;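 note: 0% = vehicle-treated cells and 100% = reference agonist; values of inactives mirror those of a sister screen read the other way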
PfHsp90 set2: inhibits growth of yeast expressing Plasmodium falciparum Hsp90; inhibition, % at 9.4 µM; 310,000 compounds, 0.32% hits; AID 504621; S. cerevisiae expressing PfHsp90, BacTiter-Glo ATP, 48 h; yeast lacking PDR1 and PDR3 efflux regulators;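 active = every replicate shows inhibition above about 80%, whatever the replicate mean, limit read from the data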;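 note: 0% = DMSO neutral controls and 100% = 20 µM radicicol positive controls; yeast relying on Plasmodium falciparum Hsp90 in place of its own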
OPRM1-OPRD1 inv: mu-delta opioid heterodimer inverse agonism. AID 504357. inhibition, % at 9.3 µM. P35372+P41143. cell-based MOR-DOR heterodimer luminescence. 340,000 compounds, 0.21% hits; in the data active = inhibition above about 22%, passing the limit was not always enough;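 note: 0% = cells with DMSO and 100% = wells without cells with DMSO; values of inactives mirror those of a sister screen read the other way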
Ecoli viability: counter-screen for AddAB inhibitors: E. coli growth inhibition. E. coli V3065 growth, OD600 absorbance, 18 h. inhibition, % at 11.9 µM. 330,000 compounds, 0.27% hits. AID 449728;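 active = inhibition above the campaign's mean inhibition across all tested compounds plus 3 SD, cut at about 9.9% in these data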;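 note: uninfected addAB+ strain grown without phage in ampicillin broth; 0% = DMSO wells and 100% = ciprofloxacin 0.95 µg/ml wells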
Tat transport: blocks Tat-dependent protein export in E. coli | E. coli MC4100 TorA-mCherry Tat export, fluorescence | inhibition, % at 10 µM | 340,000 compounds, 0.036% hits;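 active = mean replicate inhibition at least 50% and at least half of replicates individually reaching 50%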;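 note: exported cargo escapes ClpAP degradation while cytoplasmic cargo is degraded and loses fluorescence; 0% = median of neutral control wells and 100% = median of NaSCN control wells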
AddAB inh: less growth of phage-infected E. coli with AddAB; E. coli expressing H. pylori AddAB, absorbance growth; inhibition, % at 11.9 µM; 330,000 compounds, 0.29% hits; in the data active = inhibition above about 12%;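 note: 0% = vehicle wells of infected cells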
DSG3 Ab inh: inhibitors of pemphigus antibody binding to human desmoglein-3 | DSG3-coupled beads, scFv-anti-DSG3-GFP binding, flow cytometry; stronger effect = lower value | binding (percent of control), % at 10 µM | AID 588358 | 310,000 compounds, 0.48% hits;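 active = binding more than 3 SD below its plate's average and above zero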; note: some compounds called inactive have numbers as strong as hits
Target sequence (P32926 whole entry, looked up): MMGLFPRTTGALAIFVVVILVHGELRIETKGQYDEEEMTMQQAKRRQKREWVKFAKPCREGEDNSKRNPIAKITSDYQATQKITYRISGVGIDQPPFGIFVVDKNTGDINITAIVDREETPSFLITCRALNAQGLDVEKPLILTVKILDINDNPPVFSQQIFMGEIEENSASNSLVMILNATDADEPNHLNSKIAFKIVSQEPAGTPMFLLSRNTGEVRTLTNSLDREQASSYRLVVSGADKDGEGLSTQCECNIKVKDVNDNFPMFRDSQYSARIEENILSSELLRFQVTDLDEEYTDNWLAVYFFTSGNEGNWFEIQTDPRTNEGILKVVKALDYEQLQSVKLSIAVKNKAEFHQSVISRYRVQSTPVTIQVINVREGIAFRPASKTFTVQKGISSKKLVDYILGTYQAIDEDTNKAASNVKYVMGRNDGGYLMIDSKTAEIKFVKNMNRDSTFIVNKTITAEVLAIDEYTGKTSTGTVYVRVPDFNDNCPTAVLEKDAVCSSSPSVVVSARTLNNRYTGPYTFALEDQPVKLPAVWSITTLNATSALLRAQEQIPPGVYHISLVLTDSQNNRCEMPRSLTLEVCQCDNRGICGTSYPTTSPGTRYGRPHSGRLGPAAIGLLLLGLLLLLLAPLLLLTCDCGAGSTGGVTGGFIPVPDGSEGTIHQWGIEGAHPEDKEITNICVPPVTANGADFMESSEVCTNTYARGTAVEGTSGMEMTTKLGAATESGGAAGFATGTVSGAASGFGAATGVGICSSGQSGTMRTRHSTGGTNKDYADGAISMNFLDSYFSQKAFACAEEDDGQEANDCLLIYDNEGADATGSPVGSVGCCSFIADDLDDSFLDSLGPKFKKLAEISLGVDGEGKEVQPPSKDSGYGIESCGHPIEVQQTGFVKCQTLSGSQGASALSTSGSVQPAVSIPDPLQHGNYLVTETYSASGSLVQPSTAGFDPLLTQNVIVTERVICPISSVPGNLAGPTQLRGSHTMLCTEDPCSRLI
Arrestin-AP2 inh: human beta-arrestin and AP2 interaction inhibition | 340,000 compounds, 0.31% hits | inhibition, % at 10 µM | FITC-arrestin peptide / GST-AP2 beads, flow cytometry; AP2 beta2 appendage carries R879A mutation;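 active = inhibition above a set limit, near 3 SD of compounds lacking own fluorescence, cut at about 54% in these data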;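 note: plate controls were DMSO wells for no effect and 5 µM unlabelled arrestin peptide for full effect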
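System: GST-AP2 R879A glutathione beads | Also added: FITC-arrestin peptide, 50 nM | Times: 12 min plus 1 h, RT | Signal: Bead flow cytometry, FITC channel | Buffer or medium: PBS with 0.05% Tween 20 and 0.1% BSA | Read-out basis: Percent drop in bead-associated FITC signal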
Numbers without * were called inactive; · = no result given.

Results follow in this order: PKA-R1A act	phage Ecoli inh	Mot1-301 SUMO	MOR-DOR ag	PfHsp90 set2	OPRM1-OPRD1 inv	Ecoli viability	Tat transport	AddAB inh	DSG3 Ab inh	Arrestin-AP2 inh
CC1Sc2ccc(S(=O)(=O)CCC(=O)NC3CCCC(C)C3C)cc2NC1=O (stereo unspecified)
→ -4	0.2	-5	-0.5	-20	3	-0.1	-8	1.9	100	-14
Cc1ccc(S(=O)(=O)N2CCCOC2CNC(=O)C(=O)NCc2ccccn2)cc1 (stereo unspecified)
→ -3	1.8	2	-1.9	-13	10	0.9	-6	-0.1	102	-8
CC(C)CCn1c(=O)c2sccc2n2c(CCCC(=O)N3CCC(N4CCCCC4)CC3)nnc12
→ -9	2.1	-12	-2.9	1	15	-0.8	-2	-1.9	100	27
Cn1ncc2c(=O)[nH]c(N)nc21
→ -7	1.5	·	-1.1	3	6	·	1	·	81	-12
Cc1ccc(SCC(=O)OCC(=O)NCc2ccco2)cc1
→ -3	2.5	-11	-4.2	-8	17	2.8	0	2.4	102	-4
CCOC(=O)N1CCN(C(=O)CSc2nc3c(cnn3-c3ccc(C)cc3)c(=O)[nH]2)CC1
→ -6	1.8	-3	1.7	-13	-10	-0.9	-7	0.6	108	7
O=C(CCC(=O)N1CCCC1)Nc1nnc(C(F)(F)F)s1
→ -8	1.1	-16	-2.6	-3	15	5.4	-6	2.1	89	6
O=c1c2ccccc2nnn1Cc1ccccn1
→ -9	3.0	-5	-1.8	·	9	-1.9	1	-0.4	90	31
COc1ccc(N(C(=O)c2snc(C(N)=O)c2N)C(C(=O)NC2CCCC2)c2ccco2)cc1OC (stereo unspecified)
→ -2	4.4	·	0.8	22	-6	·	-3	·	·	33
CCN(CCCCCCN)c1ccc2c(=O)[nH][nH]c(=O)c2c1
→ -4	-0.5	7	-1.4	7	8	0.2	-4	1.7	100	13
O=C(NCCNc1ccc([N+](=O)[O-])cc1)c1ccccc1F
→ -16	3.4	232	-2.6	-16	12	2.1	-11	3.1	96	-3
CCOc1ccc(CCNC(=O)CCNC(=O)c2ccc(Br)cc2)cc1OCC
→ -12	0.8	-27	-6.2	9	20	-1.1	4	3.9	112	-17
Cc1cc(=O)n2nc(N3CCCC(C(=O)NCCc4ccccc4)C3)sc2n1 (stereo unspecified)
→ -4	4.2	-8	-2.3	-26	13	1.9	-4	-1.2	108	31
COc1ccccc1C(CNC(=O)c1cccc(NS(=O)(=O)c2ccc(C)c(F)c2)c1)N1CCCC1 (stereo unspecified)
→ -8	0.8	-7	0.6	18	-4	-2.4	9	3.1	139	0
CCOC(=O)/C(C#N)=C/c1c(N2CCN(c3ccccc3)CC2)nc2c(C)cccn2c1=O
→ 6	0.9	-4	2.7	-45	-13	·	-1	·	109	-2
Cc1cc(C)cc(C(=O)Nc2c3c(nn2C(C)(C)C)CS(=O)(=O)C3)c1
→ -10	-1.8	-1	-3.6	16	18	0.0	2	4.9	108	-13
O=C(COC(=O)CNC(=O)c1ccc(-c2ccccc2)cc1)NCc1ccco1
→ 2	1.6	-2	-2.2	-27	10	0.2	-4	-1.7	·	-2
CC(C)c1cccc(OCCCCN(C)C)c1
→ -11	4.0	568*	-0.9	19	5	1.1	-1	3.6	99	4
Cc1ccc2oc(=O)c3cnn(CC(=O)N4CCCCC4C)c3c2c1 (stereo unspecified)
→ 1	2.9	-9	-0.7	-2	4	-0.4	3	-1.7	78	16
CCOC(=O)C1CCCN(C(=O)c2cc(Nc3ccc(OC)c(OC)c3)nc3ccccc23)C1 (stereo unspecified)
→ 3	1.0	-1	-0.5	-6	2	0.0	-1	1.4	99	6
CSc1nc(-c2ccco2)nn1C(=O)c1cccs1
→ 3	0.0	-9	-3.7	14	18	0.2	5	-1.1	·	23
CC(CCc1ccccc1)N(C)CC(O)c1cccc([N+](=O)[O-])c1 (stereo unspecified)
→ -8	-1.2	-22	-2.3	6	11	1.4	0	0.8	92	-7
CC(=O)Nc1ccccc1C
→ -5	3.2	-3	-4.2	-27	23	0.2	-2	0.0	103	-1
CCCc1nc2ccc(NC(=O)c3cccs3)cc2c(=O)n1Cc1ccccc1Cl
→ 3	2.3	-3	0.4	-9	-2	-0.3	4	0.3	100	10
O=C(CSc1nnc(NC(=O)c2ccco2)s1)Nc1ccc(F)cc1F
→ 3	3.5	-1	-0.4	-18	2	0.4	12	5.0	110	-13
CC(c1ccccc1)C1CC(=O)N(c2ccc([N+](=O)[O-])cc2)C1=O (stereo unspecified)
→ 2	-1.1	4	-2.4	-14	12	0.8	6	2.0	118	-10
COc1cccc(CN2CCN(Cc3nc(C(C)C)cs3)CC2CCO)c1 (stereo unspecified)
→ -3	3.2	-2	0.6	-10	-4	-1.2	-1	-0.5	105	11
O=C(NC1CCCC1)C(c1cccnc1)N(C(=O)c1csnn1)c1ccccc1Cl (stereo unspecified)
→ 3	-1.2	-6	-1.0	-6	6	2.6	-2	1.7	97	1
O=[N+]([O-])c1cccc(S(=O)(=O)N2CCCCC2)c1
→ 4	4.1	0	1.5	6	-8	1.6	-7	2.3	117	15
CCc1nc2cccnc2n1-c1ccc(CC(=O)NC(C)CC)cc1 (stereo unspecified)
→ 4	4.0	22	-3.0	22	14	·	-3	·	104	3

Part of the list above in order of SMILES length, largest number first.
Results follow in this order: PKA-R1A act	phage Ecoli inh	Mot1-301 SUMO	MOR-DOR ag	PfHsp90 set2	OPRM1-OPRD1 inv	Ecoli viability	Tat transport	AddAB inh	DSG3 Ab inh	Arrestin-AP2 inh
COc1ccccc1C(CNC(=O)c1cccc(NS(=O)(=O)c2ccc(C)c(F)c2)c1)N1CCCC1 (stereo unspecified)
→ -8	0.8	-7	0.6	18	-4	-2.4	9	3.1	139	0
Cc1cc(=O)n2nc(N3CCCC(C(=O)NCCc4ccccc4)C3)sc2n1 (stereo unspecified)
→ -4	4.2	-8	-2.3	-26	13	1.9	-4	-1.2	108	31
CC(CCc1ccccc1)N(C)CC(O)c1cccc([N+](=O)[O-])c1 (stereo unspecified)
→ -8	-1.2	-22	-2.3	6	11	1.4	0	0.8	92	-7
O=C(CSc1nnc(NC(=O)c2ccco2)s1)Nc1ccc(F)cc1F
→ 3	3.5	-1	-0.4	-18	2	0.4	12	5.0	110	-13
CCc1nc2cccnc2n1-c1ccc(CC(=O)NC(C)CC)cc1 (stereo unspecified)
→ 4	4.0	22	-3.0	22	14	·	-3	·	104	3

Following part:
Results follow in this order: PKA-R1A act	phage Ecoli inh	Mot1-301 SUMO	MOR-DOR ag	PfHsp90 set2	OPRM1-OPRD1 inv	Ecoli viability	Tat transport	AddAB inh	DSG3 Ab inh	Arrestin-AP2 inh
COCCNC(=O)c1ccc2c3n(nc2c1)-c1ccc(C)cc1CO3
→ -12	4.3	7	2.6	-9	-15	-3.5	1	0.8	109	-8
Oc1[nH]c2ccccc2c1N=Nc1c(F)c(F)c(C(F)(F)F)c(F)c1F
→ -7	-0.1	129	-0.8	-35	4	0.9	7	2.7	100	-17
CC(=O)N1CCN(CCN=CC2=C(O)CC(c3ccc(Cl)cc3)CC2=O)CC1 (stereo unspecified)
→ -9	-0.6	291	-0.3	11	2	-0.3	-3	1.1	101	9
Cc1ccc(C2C3=C(CC(C)(C)CC3=O)Nc3onc(C)c32)cc1 (stereo unspecified)
→ 2	2.4	-7	-1.7	-5	8	2.3	1	3.2	93	7
CCc1ccc(Nc2cc(C(=O)NCCCN3CCOCC3)c3ccccc3n2)cc1
→ 4	-1.8	7	2.0	16	-10	-0.3	0	-1.2	100	3
COc1ccc(NC(=O)Cc2ccccc2F)cn1
→ -7	2.1	13	-3.4	10	17	1.4	-5	4.5	100	8
COc1cc(C=NCC2OCCc3ccccc32)cc(OC)c1 (stereo unspecified)
→ -1	3.4	114	-2.8	14	14	0.5	-2	2.3	87	-4
COc1nnc(-c2ccc(N3CCOCC3)c(NC(=O)c3ccco3)c2)c2ccccc12
→ -10	1.8	·	-2.0	-37	12	-2.0	-6	2.0	95	52
Cc1ccc(NC(=O)[C@@H]2CCCN2S(=O)(=O)c2ccccc2F)cc1
→ -9	1.8	·	1.7	20	-9	2.2	20	2.3	89	-1
CCc1cnccc1CCC(=O)Nc1ccccc1C
→ 1	0.8	-14	-1.2	-23	6	-2.1	7	0.1	110	-7
CCc1ccc(CC)c(S(=O)(=O)Nc2ccc(O)c(C(=O)O)c2)c1
→ -3	2.4	-4	-0.8	6	4	-0.8	-2	-0.4	100	3
O=C1S/C(=C\C=C\c2ccco2)C(=O)N1c1ccc(O)cc1
→ 8	2.8	-13	4.5	-36	-23	-0.5	3	0.5	·	6
Cc1cc(Cl)ccc1OCC(=O)N/N=C1\CCCc2ccccc21
→ -11	0.9	17	3.5	2	-18	-2.4	5	1.3	103	4
CCOC(=O)CC(=O)CSc1nc2c(cc1C#N)CCCCC2
→ -1	4.0	-21	0.8	9	-4	-3.0	-8	1.4	101	4
CCOC(=O)N1CCC(C(=O)NNC(=O)c2ccc(Cl)cc2Cl)CC1
→ 1	0.4	14	-0.6	2	3	-2.5	-2	0.3	95	53
CC(C)(C)c1ccccc1OCC(O)CN1CCN(c2ccccn2)CC1 (stereo unspecified)
→ -7	1.2	-6	5.2	-12	-27	-1.7	17	1.4	114	-18
COc1cc(NC(=O)C2CC(=O)N(CCc3ccccc3)C2)cc(OC)c1 (stereo unspecified)
→ -2	2.4	0	-1.2	·	8	-0.1	-10	-0.2	112	-12
